Polio RdRp inh – poliovirus RdRp elongation inhibitors, primary screen, biochemical, fluorescence polarization, total intensity. % elongation, % (compound at 16.7 µg/mL). 150,000 tested, 0.66% active. Genome polyprotein (Poliovirus type 1 (strain Mahoney)), P03300. AID 588519, 2011. poliovirus polymerase elongation; hits give low values; in the data active = % elongation below about 90%; also: some results filed as inactive read as strong as hits
Target sequence (P03300 1749-2209 limits assumed): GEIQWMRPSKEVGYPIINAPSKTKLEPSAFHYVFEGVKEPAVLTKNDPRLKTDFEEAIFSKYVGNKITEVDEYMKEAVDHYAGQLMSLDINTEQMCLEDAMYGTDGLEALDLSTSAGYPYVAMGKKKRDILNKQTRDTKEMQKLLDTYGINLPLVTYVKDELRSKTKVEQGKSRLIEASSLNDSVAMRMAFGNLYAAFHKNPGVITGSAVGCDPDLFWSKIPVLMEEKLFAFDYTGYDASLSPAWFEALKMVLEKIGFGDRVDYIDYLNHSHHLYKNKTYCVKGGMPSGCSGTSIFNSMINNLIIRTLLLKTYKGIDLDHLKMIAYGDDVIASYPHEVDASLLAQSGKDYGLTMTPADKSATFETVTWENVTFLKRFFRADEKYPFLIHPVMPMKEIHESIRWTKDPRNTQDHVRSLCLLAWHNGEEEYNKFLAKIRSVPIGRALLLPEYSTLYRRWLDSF
Polio RdRp inh FP z-score – second read-out of Polio RdRp inh, no call of its own (marks repeat the call); z-score; measured here: FP z-score; hits read low
* marks the source's active call; other numbers are inactive results; & = joins results of further samples.

canonical_smiles	Polio RdRp inh	Polio RdRp inh FP z-score
CCOc1ccc(CCNC(=O)NCc2noc3ccc(C)cc23)cc1	104.0	-0.2
O=C(Nc1ccccc1)N(Cc1ccco1)C1CCS(=O)(=O)C1 (centres undefined)	102.0	0.9
CN(C)c1ccc(CNCc2ccccc2)cc1	102.0	0.1
COc1cccc(N2C(=O)CC(N3CCC(C(N)=O)(N4CCCCC4)CC3)C2=O)c1 (centres undefined)	101.0	-0.1
Clc1ccc(-c2ccc(Cl)cc2)cc1	107.0	0.4
CCOC(=O)c1ccc(NC(=O)c2csc3c2CCCCC3)cc1	100.0	-1.5
CCSc1nn(CC(=O)Nc2cccc(Cl)c2)c(N)c1S(=O)(=O)c1ccc(OC)cc1	103.0	-0.8
Cn1/c(=N/N=C(\CCC(=O)O)c2cccs2)sc2ccccc21	106.0	0.6
CCC(C)NC(=O)CN1CCN(Cc2ccc(Cl)cc2)C1=O (centres undefined)	105.0	1
CC(c1ccccc1)n1cnc2c(cnn2-c2ccc(F)cc2)c1=O (centres undefined)	100.0	-0.4
CCCN1C(=O)C(O)(C2COC(C)(C)CC2=O)c2cc(C)ccc21 (centres undefined)	103.0	0.5
CN(C)[C@@H]1C(=O)C(C(N)=O)=C(O)[C@@]2(O)C(=O)C3=C(O)c4c(O)ccc(Cl)c4[C@@](C)(O)[C@H]3C[C@@H]12	100.0&102.0	0.1&0.5
Cn1c(=O)c2nc3ccc(NC(=O)Nc4ccccc4)cc3nc2n(C)c1=O	96.0	-0.9
CC(=O)Nc1ccc(OCC(O)CN2CCN(C(c3ccccc3)c3ccccc3)CC2)cc1 (centres undefined)	100.0	-0.3
Oc1oc(-c2ccccc2)nc1C1=NCCC1	103.0	0.3
Cc1c(NC(=O)COC(=O)c2ccc(S(=O)(=O)N3CCCC3)cc2)c(=O)n(-c2ccccc2)n1C	104.0	0.3
CCN(CC)C(=O)C1=C(C)Nc2nnnn2C1c1cccnc1 (centres undefined)	101.0	-0.3
CCOC(=O)CSc1nc(SCC(=O)OCC)c2c3c(sc2n1)CCC3	99.0	-0.8
COC(=O)Nc1ccc(S(=O)(=O)C(F)F)cc1	101.0	0.3
Cc1ccc2c(=O)c(C(=O)c3ccc(Cl)cc3)cn(CC(=O)Nc3ccc4c(c3)OCCO4)c2n1	111.0	0.7
O=C(Cn1cc(SCc2ccc(F)cc2)c2ccccc21)N1CCCC1	116.0	0.1
c1csc(-c2nnc3n2-c2ccccc2SC3)c1	109.0	0.9
S=c1n(CN2CCOCC2)nc(Cc2cccs2)n1C1CCCCC1	100.0	-0.7
O=C(Cn1[nH]c(=O)c2ccccc2c1=O)N1CCSC1=NCc1ccccc1	90.0*	-2.8*
Cc1cccc(NC(=O)c2sc3nc(-c4ccccc4)cn3c2C)c1C	104.0	-0.6
CCCCN(CCCC)CCNC(=O)c1cc(=O)[nH]c2ccc(S(=O)(=O)N3CCCCCC3)cc12	113.0	0.6
Cc1ccc2nc(-c3cccs3)c(Nc3c(C)cccc3C)n2c1	107.0	0.4
COc1cccc(CNCCc2ccccc2)c1OC	109.0	0.5
Nc1nc(-c2c(Cl)cccc2Cl)no1	102.0	0.4
O=C(OCc1ncc(-c2ccccc2)o1)c1ccccc1SCC(=O)N1CCCC1	126.0	2.9
COc1ccc(Cl)cc1NC(=O)CN(c1ccccc1)S(=O)(=O)N(C)C	106.0	0.3
O=C1CSC(=Nc2cccc3ccccc23)N1	102.0	0.5
N#Cc1ccc(CSc2nc(N)cc(=O)[nH]2)cc1	103.0	0.7
O=C(NCc1ccc(F)cc1)C1CCCCN1S(=O)(=O)c1ccc(F)cc1 (centres undefined)	111.0	0.9
Cc1oc(-c2cccc(C(F)(F)F)c2)cc1C(=O)Nc1nccs1	101.0	-0.6
Cc1ccc(NC(=O)CCNS(=O)(=O)c2ccc3c(c2)CCC(=O)N3)c(Br)c1	102.0	0.8
NC(=O)C1CCN(C(=O)CCC(=O)c2ccc(Br)cc2)CC1	90.0	-1.4
O=C(Nc1ccccc1)C(=S)Nc1ccccc1	87.0*	-1.9*
CCC(C)(C)NC(=O)C1CCN(S(=O)(=O)c2ccc3c(c2)CCCN3C(C)=O)CC1	103.0	-1.1
Cc1ccccc1N(C)C(=O)c1ccc2c(=O)n3c(nc2c1)CCCCC3	101.0	-0.4
Cc1cccc(-c2nc3sc4c(c3c(=O)[nH]2)CCCC4)c1	103.0	0.4
O=c1c2ccccc2nc(CN2CCCCC2)n1-c1ccccc1	104.0	0.7
Cc1ccc2[nH]c3nc(=S)[nH]nc3c2c1	102.0	0
O=C(c1cccnc1)N1CCC2(CC1)OCCO2	99.0	-0.8
CC1CCCCN1CCCNC(=O)CN1C(=O)CSc2ccc(S(=O)(=O)N3CCOCC3)cc21 (centres undefined)	105.0	-1.3
Cn1ccnc1C(O)c1ccc2c(c1)OCO2 (centres undefined)	103.0	0.9
Cc1ccc(C)c(NC(=O)CSc2nnc(-c3cc4occc4n3C)n2-c2ccccc2C)c1	115.0	0.7
O=C(Oc1ccc2sc(=O)oc2c1)c1cccs1	98.0	-1.8
COc1ccc(S(=O)(=O)Nc2cc3c(C(=O)OC(C)C)c(C)oc3c3ccccc23)cc1	105.0	0
CC(=O)NCCC(=O)N1CCc2ccccc21	104.0	0.3
O=C(Cn1ccsc1=NC(=O)c1ccco1)c1ccccc1	108.0	0.7
CN(CC(O)COc1ccc(S(=O)(=O)N2CCOCC2)cc1)C1CCCCC1 (centres undefined)	108.0	0.2
NC(=O)c1cccc(N=Cc2cc(Br)ccc2O)c1	97.0	-1.5
C=CCn1c(Sc2c3c(nc4ncnn24)CCC3)nnc1-c1ccccc1	100.0	-0.5
CC(C)c1ccc(NC(=O)C2CCCN(S(=O)(=O)c3ccc4[nH]c(=O)ccc4c3)C2)cc1 (centres undefined)	128.0	1.4
CNC(C)[C@H](O)c1ccccc1 (some centres undefined)	101.0	0.5
Cc1ccc(CNC(=O)CCCc2nnc3n(CC(C)C)c(=O)c4sccc4n23)cc1	115.0	0.1
CCc1cccc(NC(=O)CN2C(=O)CN=C(c3ccccc3F)c3cc(Cl)ccc32)c1	110.0	0.7
CN(C(=O)CSc1nc2ccc(NC(=O)COc3ccc(F)cc3)cc2s1)c1ccccc1	108.0	0.3
COc1ccc(OC)c(-c2cc(C(=O)NCc3ccc(Cl)cc3)no2)c1	102.0	-0.2

Random excerpt: 2 records from the list
canonical_smiles	Polio RdRp inh	Polio RdRp inh FP z-score
COc1cccc(CNCCc2ccccc2)c1OC	109.0	0.5
O=C(Cn1[nH]c(=O)c2ccccc2c1=O)N1CCSC1=NCc1ccccc1	90.0*	-2.8*

Given with values under each structure: 2 of the compounds above
Values in the order: Polio RdRp inh, Polio RdRp inh FP z-score
- Cc1ccc2nc(-c3cccs3)c(Nc3c(C)cccc3C)n2c1
→ 107.0, 0.4
- COc1cccc(CNCCc2ccccc2)c1OC
→ 109.0, 0.5

(further entries)
canonical_smiles	Polio RdRp inh	Polio RdRp inh FP z-score
CCc1nc2n[nH]c(N)c2c2c1COC(C)(C)C2	102.0	-0.1
S=C(Nc1ccccc1)N(Cc1ccccc1)Cc1ccccc1	102.0	0
CCCc1cc(=O)n2nc(N(C)CC(=O)N3CCCC3)sc2n1	102.0	0.2
COc1ccccc1NC(=O)CSC1=NCCS1	103.0	0.8
CC(C)Sc1ncc(Cl)c(C(=O)Nc2ccc(S(=O)(=O)N3CCCCC3)cc2)n1	110.0	0.5
COc1cccc(CNC(=O)C2CCN(c3ncnc4c3nc3n4CCCCC3)CC2)c1	100.0	-1.5
COc1cc(C(=O)NNc2ccccc2)cc(OC)c1OC	103.0	0.7
Cc1cc(SCC(=O)O)nc2ccccc12	99.0	-0.9
C=CCn1c(SCc2ccc(C(=O)O)cc2)nnc1-c1cccc(OC)c1	99.0	-0.9
O=C(CN1C(=O)/C(=C/c2cccc(Br)c2)SC1=S)NCCc1ccccc1	103.0	0.5
CCC(=O)N1CCCc2cc(S(=O)(=O)N3CCC(C(=O)Nc4ccccc4CC)CC3)ccc21	109.0	0.5
Cc1ccccc1OC(=O)c1ccc2c(c1)C(=O)N(C)C2=O	102.0	0.1
O=c1cc(CP(=O)(c2ccccc2)c2ccccc2)[nH][nH]1	102.0	-0.1
COc1ccc(-c2cc(C(=O)Oc3cccc(C)c3C)c3ccccc3n2)cc1	102.0	-0.4
CN1CCN(C(=O)/C(=C/c2cn(S(=O)(=O)N(C)C)c3ccccc23)NC(=O)c2ccccc2)CC1	103.0	0.1
CCCc1nnc2sc(NC(=O)CC)nn12	102.0	-0.1
CCOC(=O)N1CCC(NC(=O)Cn2c3ccccc3c3cn[nH]c(=O)c32)CC1	98.0	-1.3
Cc1onc(-c2ccccc2)c1C(=O)NCC#N	104.0	1
CCCN1C2CCCC1CC(NC(=O)Nc1ccc(SC)cc1)C2 (centres undefined)	102.0	-0.2
O=C(O)C1CC(c2ccccc2)=NO1 (centres undefined)	101.0	-0.1
O=c1cc(N2CCCCC2)[nH]c(=O)n1C1CCCCC1	103.0	0.6
Cc1ccc(C)c(N2CCN(CCCNC(=O)c3cnn(-c4ccc(F)cc4)c3C3CCN(C(=O)OC(C)(C)C)CC3)CC2)c1	113.0	0.8
O=C(CSc1ncnc2c1nnn2Cc1ccccc1)Nc1ccccc1	102.0	0.6
C=C(C)c1cccc(C(C)(C)NC(=O)NCc2ccc(OC)cc2)c1	102.0	0.1
CCN(CC)CCOC(=O)c1ccc(NC(=O)CSc2cc(=O)n(CC)c3ccccc23)cc1	110.0	0.7
CCC(Sc1nnc(-c2cc3occc3n2C)n1-c1ccccc1C)C(=O)Nc1ccc(C)cc1 (centres undefined)	103.0	0.4
CC(C)(C)OC(=O)N1CCC(c2cc(=O)n3[nH]c(-c4ccc(Cl)cc4)cc3n2)CC1	98.0	-0.9
Cc1cc(C)c(NC(=O)Cn2c(=O)n(Cc3ccc4c(c3)OCO4)c(=O)c3ccc(C(=O)NC4CCCCC4)cc32)c(C)c1	107.0	0.5
O=C1CCCc2[nH]c(=O)c(C(=O)Nc3ccc(Cl)cc3)cc21	102.0	0.2
O=C(COC(=O)Cc1c[nH]c2ccccc12)Nc1ccccc1C(=O)NC1CC1	100.0	-0.4
CSc1ccc(CCNC(=O)c2cc3c(s2)-c2ccccc2S(=O)(=O)C3)cc1	103.0	-0.2
NC(=O)COc1ccc(/C=c2/sc3nc4ccccc4n3c2=O)cc1	103.0	0.3
COC(=O)c1ccccc1NC(=O)C1=CC(c2cccs2)=NS(=O)(=O)N1C	112.0	0.3
COc1ccc(OC)c(NC(=O)C2CC(=O)N(CCc3ccccc3)C2)c1 (centres undefined)	102.0	-0.1
CCC(=O)Nc1ccc(S(=O)(=O)N(C)C2CCCCC2)cc1	99.0	-0.5
CC1Cc2cc(S(=O)(=O)NCCc3ccc(Cl)cc3)ccc2N1C(=O)C1CCC1 (centres undefined)	107.0	0.2
Cc1c(C)c(C)c(S(=O)(=O)N2CCCC2)c(C)c1C	100.0	-0.5
COc1ccccc1-c1nn(CCC#N)c2nc(C(F)(F)F)cc(C3CC3)c12	104.0	1
CN1CCN(C(=O)COc2cccc3ccccc23)CC1	99.0	-0.6
CCCn1cnc2scc(-c3ccccc3)c2c1=O	100.0	-0.4
CSCc1c(C(=O)OC(C)C#N)oc2ccccc12 (centres undefined)	106.0	0.4
CN(n1cnc2ccccc2c1=O)S(C)(=O)=O	101.0	-0.2
Cc1nc2c([nH]1)C1(CCC(c3ccccc3)CC1)C(C#N)=C(N)O2 (centres undefined)	109.0	0.7
Cc1ccc(N=C2S/C(=C/c3cccc(OCC(=O)O)c3)C(=O)N2C)cc1C	104.0	0.5
CC[C@@]1(O)C[C@H](O[C@H]2C[C@H](N(C)C)[C@H](O)[C@H](C)O2)c2c(cc3c(c2O)C(=O)c2c(O)cccc2C3=O)[C@H]1C(=O)OC	97.0	-0.3
N#C/C(=C/c1ccc(Cl)cc1Cl)c1nc2ccccc2c(=O)[nH]1	108.0	0.3
CCOc1ccc(OCC)c(NC(=O)c2nnn(CC(=O)Nc3ccc(C)cc3C)c2N)c1	112.0	1
CC1CCC(NC(=O)c2ccc(CS(C)(=O)=O)cc2)CC1 (centres undefined)	101.0	-0.3
CCc1ccc(C(=O)COC(=O)C(NC(=O)C2CCC(C)CC2)C(C)C)cc1 (centres undefined)	111.0	0
COc1ccccc1CNC(=O)c1ccc2c(c1)CCN2S(=O)(=O)c1ccccc1	103.0	-0.6
O=c1[nH][nH]c(=S)n1-c1cccc(F)c1	103.0	0.3
COc1ccccc1N1CCN(c2cc(C)nc3c(-c4ccc(Cl)cc4)c(C)nn23)CC1	111.0	0.8
O=C=NC(Cl)(c1ccccc1)C(F)(F)F (centres undefined)	101.0	-0.2
O=S1(=O)N=C(N2CCNCC2)c2ccccc21	100.0	-0.3

This is a subset; count on the stated rates, not on these rows.
